Source: PubChem (Sanford-Burnham Center for Chemical Genomics)
Phagocyt inh – blocks phagocytosis by macrophages | J774A.1 macrophage IgG-bead phagocytosis, imaging | inhibition, % at 5 µM | 110,000 compounds, 0.07% hits | AID 1029;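 active means inhibition above the mean of the plate negative controls plus 5 SD, cut at about 13% in these data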;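 further: phagocytic index as fraction of beads internalized from green versus red external bead signal; plate controls were DMSO negative control for no effect and cytochalasin-D positive control for full effect; some results beyond the cut were filed as inactive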
* = called active by the depositor. A portion of the library; rates above refer to the full screens.

Phagocyt inh | smiles
0 | CCN(CC)CCCN1C(=O)C(=O)/C(=C(/O)c2ccc3c(c2)OCCO3)C1c1ccc(C)o1 (centres undefined)
0 | N#CC(C(=O)NC1CCCCC1)c1nc2ccccc2nc1N1CCOCC1 (centres undefined)
-1 | Cc1cccn2c(=O)c3cc(C(=O)NCc4cccnc4)c(=N)n(C)c3nc12
-2 | COc1cc(C2c3c(oc4ccccc4c3=O)C(=O)N2CCN2CCOCC2)cc(OC)c1OC (centres undefined)
0 | CCOC(=O)c1c(C)oc2c1c(C(c1cccnc1)N1CCN(C)CC1)c(O)c1ccccc12 (centres undefined)
0 | CCCn1c(=O)c(C(=O)Nc2nnc(CC)s2)c(O)c2ccccc21
0 | CC(=O)c1ccc(Nc2nc(C)nc3c2oc2ccccc23)cc1
-2 | COCCn1c(SCC(=O)OCc2ccccc2)nc2c1c(=O)[nH]c(=O)n2C
-2 | O=C(CSc1ccc2nnc(-c3ccc(Cl)cc3)n2n1)N1CCCC1
-1 | CCC(O)CNc1nc(-n2nc(C)cc2C)nc2sc3c(c12)CCCC3 (centres undefined)
0 | Cc1cc(Cl)ccc1N=Cc1c(O)n(C)c(=O)n(C)c1=O
-1 | Cc1nn(-c2ccc(Cl)cc2)c2sc(C(=O)N3CCN(C(=O)c4ccco4)CC3)cc12
-1 | Cc1cc(C)nc(-n2nc(C)cc2NC(=O)c2cccc(S(=O)(=O)N(C)C)c2)n1
0 | CCn1c(SCC(=O)Nc2ccc(OCc3ccccc3)cc2)nnc1-c1ccco1
0 | CCCCn1c(=O)c2c(c3ccccc31)OCC(=O)N2
0 | CCc1ccc(C2CC(c3cccc(OC)c3)n3nc(N)nc3N2)cc1 (centres undefined)
0 | CCOC(=O)c1ccc(NC(=O)c2c(O)c3ccccc3n(C)c2=O)cc1
0 | CCN1CCN(Cc2nc3c(c(=O)n(C)c(=O)n3C)n2CCCc2ccccc2)CC1
1 | Cc1ccnc(NC(=O)CCC(=O)N(CC(=O)NC2CCCCC2)Cc2ccc3c(c2)OCO3)c1
-1 | CCOC(=O)c1c(-c2ccc(C)s2)csc1NC(=O)c1ccco1

Continued; it opens with the five that closed the last part.
Phagocyt inh | smiles
0 | CCc1ccc(C2CC(c3cccc(OC)c3)n3nc(N)nc3N2)cc1 (centres undefined)
0 | CCOC(=O)c1ccc(NC(=O)c2c(O)c3ccccc3n(C)c2=O)cc1
0 | CCN1CCN(Cc2nc3c(c(=O)n(C)c(=O)n3C)n2CCCc2ccccc2)CC1
1 | Cc1ccnc(NC(=O)CCC(=O)N(CC(=O)NC2CCCCC2)Cc2ccc3c(c2)OCO3)c1
-1 | CCOC(=O)c1c(-c2ccc(C)s2)csc1NC(=O)c1ccco1
-1 | N=c1c(C(=O)NCc2ccccc2)cc2c(=O)n3ccccc3nc2n1CCCN1CCOCC1
-1 | CCN(C(=O)CN1CCCc2ccccc21)c1c(N)n(Cc2ccccc2)c(=O)[nH]c1=O
0 | Cc1cc(C)nc(-n2nc(C)cc2NC(=O)c2ccc3c(c2)OCO3)n1
0 | C=CCn1cnc2c(c1=O)c1nc3ccccc3nc1n2-c1ccccc1
1 | Cc1ccc(C2CC(=O)c3cnc(N4CC(C)CC(C)C4)nc3C2)cc1 (centres undefined)
1 | S=P(c1ccc(N2CCOCC2)cc1N1CCOCC1)(N1CCOCC1)N1CCOCC1
1 | CCOc1cc(NC(=O)c2ccco2)c(OCC)cc1NC(=O)CCc1ccc(OC)cc1
0 | N#Cc1cc2c(=O)n3ccccc3nc2n(CCN2CCOCC2)c1=O
2 | CCCc1nc2oc3c(N4CCNCC4)ncnc3c2c2c1CCCC2
-1 | CC1(C)Cc2c(sc3c2c(=O)n(Cc2ccccc2)c2nncn32)CO1
-1 | COc1cc2nc(CN3CCN(c4ncc(C(F)(F)F)cc4Cl)CC3)[nH]c(=O)c2cc1OC
0 | O=C(Nc1ccc(N2C(=O)C3C4C=CC(C4)C3C2=O)cc1)Nc1nncs1 (centres undefined)
0 | CCN1CCCC1CN(Cc1cc2cc(C)cc(C)c2[nH]c1=O)C(=O)Nc1ccccc1OC (centres undefined)
4 | CCCn1c(=O)c2ccccc2n2c(SCN3C(=O)c4ccccc4C3=O)nnc12
0 | CCCC(=O)Nc1nn(C)c2nc3cc(C)ccc3cc12
1 | O=c1c2cccc3c(N4CCOCC4)ccc(c32)c2nc3ccccc3n12
-1 | CCOC(=O)N1CCN(c2ncnc3c2oc2nc(C)c4c(c23)CC(C)(C)OC4)CC1
0 | COC(=O)c1[nH]c2cc(OC)c(OC)cc2c1NC(=O)CN1CCN(Cc2ccccc2)CC1
0 | COc1ccc(CNC(=O)c2cc3c(=O)n4ccccc4nc3n(CC3CCCO3)c2=N)cc1 (centres undefined)
0 | Cc1cc(NC(=O)CSc2ncnc3sc4c(c23)CCC(C)C4)no1 (centres undefined)
0 | CCc1nc2c(sc3nc(N4CCOCC4)c4c(c32)CC(C)(C)OC4)c(=O)o1
-1 | Cc1ccccc1-n1nc(C)c2cc(C(=O)N3CCN(S(=O)(=O)c4ccccc4)CC3)sc21
0 | Clc1ccc(-c2nn3c(-c4ccccn4)nnc3s2)c(Cl)c1
-1 | COc1ccc(Cn2c3nc4ccccc4nc3c3c(=O)n(Cc4ccco4)c(C)nc32)cc1
0 | COc1ccc2[nH]c(=O)c(CN(C(=O)C3CCCO3)c3cccc(C)c3)cc2c1 (centres undefined)
-1 | CCOC(=O)c1cnn(-c2nc3sc4c(c3c(=O)[nH]2)CCCC4)c1N
0 | CN1C(=O)c2oc3ccccc3c(=O)c2C1c1ccncc1 (centres undefined)
0 | COC(=O)c1[nH]c(C)c(/C(O)=C2\C(=O)C(=O)N(CCN(C)C)C2c2ccc(OC)cc2)c1C (centres undefined)
0 | Cc1nc(SCn2nnc3ccccc3c2=O)c2c(C)c(C)sc2n1
-1 | CC(C)Cc1nc(N2CCN(C(=O)Cc3ccccc3)CC2)c(C#N)c2c1COC(C)(C)C2
2 | CCc1nnc(NC(=O)c2c(O)c3cccc4c3n(c2=O)CC4)s1
-2 | Cc1cc(C)c2c(n1)nn1c(NCCCn3ccnc3)cc(C)nc21
-2 | CCN(CC)S(=O)(=O)c1ccc(-c2nnc(SCC(=O)N3CCc4ccccc43)o2)cc1
0 | Cc1ccc(N2CCN(c3cc(C)nc4c5c(C)cc(C)nc5nn34)CC2)cc1
0 | CCOC(=O)c1[nH]c(COC(=O)CCCOc2ccccc2)c(C(=O)OCC)c1C
-2 | CC(=O)c1cnc(Nc2nc(C)c3cccc(C)c3n2)nc1C
1 | O=C(COc1ccccc1)Nc1cccc(-c2nnc(-c3ccccc3)o2)c1
0 | CC1CCc2c(nc3ncnn3c2N2CCN(c3ccccc3F)CC2)C1 (centres undefined)
2 | Cc1[nH]nc(N=Cc2c(O)n(C)c(=O)n(C)c2=O)c1-c1ccccc1
-1 | CCCc1nc2oc3c(NCCN4CCOCC4)ncnc3c2c2c1CCCC2
-1 | O=C(Nc1cccnc1N1CCOCC1)c1cc2ccccc2oc1=O
1 | COc1ccc(OC)c(CC(NC(C)=O)C(=O)NC2CCN(c3nc(C)cc(C)c3C#N)CC2)c1 (centres undefined)
-2 | COc1ccc(CCNC(=O)c2cc3c(=O)n4cccc(C)c4nc3n(Cc3ccncc3)c2=N)cc1
-1 | Fc1ccc(Nc2nc(N3CCOCC3)c3ccccc3n2)cc1
-1 | CCC(C)Sc1nc2c(c(=O)[nH]c(=O)n2C)n1Cc1ccccc1Cl (centres undefined)
-2 | O=C(NCCc1ccc(Cl)cc1)c1cnc2n(c1=O)CCS2
-3 | Cc1ccc(N2CCCn3c2nc2c3c(=O)n(CC(=O)OCc3ccccc3)c(=O)n2C)cc1C
0 | Cc1ccc(CNC(=O)c2cc3c(=O)n4cccc(C)c4nc3n(CC3CCCO3)c2=N)cc1 (centres undefined)
1 | Cn1c(=O)c2c(nc(SC3C(=O)CC(C)(C)CC3=O)n2C)n(C)c1=O
-1 | Cc1csc2ncc(C(=O)Nc3cccc(C(F)(F)F)c3)c(=O)n12
-2 | CC(=O)c1c(C)nn(C(=O)N2CCOCC2)c1C
-1 | Cc1cccc2cc(CN(CC3CCCO3)S(=O)(=O)c3ccccc3)c3nnnn3c12 (centres undefined)
-1 | COc1cccc(C2C(C(=O)c3sc(C)nc3C)=C(O)C(=O)N2CCN(C)C)c1OC (centres undefined)
-1 | Cc1ccc(-n2c3c(cc(C(=O)NCCCN4CCOCC4)c2=O)C(=O)CC(C)(C)C3)cc1
0 | CCOc1cccc(-c2nnc3sc(-c4cc(OC)c(OC)cc4OC)nn23)c1
0 | NC(=O)COC(=O)C(Cc1ccccc1)NS(=O)(=O)c1ccccc1F (centres undefined)
-1 | Cn1c(SCCSc2nnc(-c3ccccc3)n2C)nnc1-c1ccccc1
0 | COc1ccc(CCn2c(-c3ccco3)nc3nc4ccccc4nc32)cc1OC
0 | CCn1c2ccccc2c2nnc(SCc3cc(=O)n4ccsc4n3)nc21
1 | Cc1nc(N2CCN(C(=O)c3ccco3)CC2)c2oc3ccccc3c2n1

Next part (4 carried over from the part before).
Phagocyt inh | smiles
-1 | Cn1c(SCCSc2nnc(-c3ccccc3)n2C)nnc1-c1ccccc1
0 | COc1ccc(CCn2c(-c3ccco3)nc3nc4ccccc4nc32)cc1OC
0 | CCn1c2ccccc2c2nnc(SCc3cc(=O)n4ccsc4n3)nc21
1 | Cc1nc(N2CCN(C(=O)c3ccco3)CC2)c2oc3ccccc3c2n1
0 | c1cc(-c2nc3cc(Cc4ccc5oc(-c6ccncc6)nc5c4)ccc3o2)ccn1
1 | CCn1cc(C(=O)Nc2cccc(C(=O)OC)c2)c(=O)c2ccc(C)nc21
-1 | CCOc1nc(-c2ccc(OC)cc2)ccc1-c1noc(-c2ccncc2)n1
0 | CCCc1nnc(NC(=O)c2c(O)c3c([nH]c2=O)CCCC3)s1
2 | COc1nc2c(C)cccc2cc1-c1noc(-c2ccncc2)n1
-4 | CCOC(=O)c1sc(NC(=O)c2cc3c(C)nn(-c4ccccc4)c3s2)nc1C
-1 | COc1cccc(C(N)CC(=O)O)c1 (centres undefined)
0 | O=C(OCc1cc(=O)n2c(n1)sc1ccccc12)c1ccc2c(=O)n3c(nc2c1)CCC3
0 | Cn1c(=O)c2c(nc(SCCOc3ccc4ccc(=O)oc4c3)n2C)n(C)c1=O
0 | Cc1csc(NC(=O)c2c(O)c3cccc4c3n(c2=O)CCC4)n1
0 | CNC(=O)c1cc2c(=O)n3cc(C)ccc3nc2n(Cc2ccco2)c1=N
0 | Cc1ccc(-n2nc(C)c(C3C(C#N)=C(N)OC4=C3C(=O)CCC4)c2Cl)cc1 (centres undefined)
0 | COc1nnnc2c1sc1nc(N3CCOCC3)c3c(c12)CC(C)(C)OC3
-2 | C=CCn1c(=O)c(C(=O)Nc2ccccc2OC)c(O)c2ccccc21
-2 | Cc1cccc(-n2ncc3c(Nc4ccc(F)cc4)ncnc32)c1
0 | CCn1cc(C(=O)NCc2ccccc2OC)c(=O)c2ccc(C)nc21
2 | C=CCn1c(NC(=O)c2ccco2)c(S(=O)(=O)c2ccccc2)c2nc3ccccc3nc21
0 | COc1ccc(OC)c(N=c2oc3c(OC)cccc3cc2C(=O)NCc2ccco2)c1
0 | Cc1ccc(-c2nsc3c(N4CCN(C(=O)c5ccco5)CC4)ncnc23)cc1
0 | COc1ccc(NC(=O)Cn2c(C)cc(=O)c3cccc(OC)c32)cc1

An excerpt from above in order of SMILES length, smallest number first:
Phagocyt inh | smiles
-2 | Cc1cccc(-n2ncc3c(Nc4ccc(F)cc4)ncnc32)c1
0 | CCn1cc(C(=O)NCc2ccccc2OC)c(=O)c2ccc(C)nc21
0 | COc1ccc(NC(=O)Cn2c(C)cc(=O)c3cccc(OC)c32)cc1
2 | C=CCn1c(NC(=O)c2ccco2)c(S(=O)(=O)c2ccccc2)c2nc3ccccc3nc21

(next part)
Phagocyt inh | smiles
-2 | CCOc1ccc(N2CCn3c2nc2c3c(=O)n(CCc3ccccc3)c(=O)n2C)cc1
-1 | Cc1ccccc1NC(=O)c1c(O)c2cccc3c2n(c1=O)CC3
0 | Cc1ccc2nc(Nc3ncc4c(n3)CCCC4=O)nc(C)c2c1
0 | COc1ccc(C2C(C(=O)c3cc4cccc(OC)c4o3)=C(O)C(=O)N2CCCN(C)C)cc1OC (centres undefined)
0 | Cc1nn(-c2ccccc2)c2sc(C(=O)OCC(=O)N3CCCCC3)cc12
-1 | COc1ccc(NC(=O)c2cc(OC)c(OC)cc2OC)c(S(=O)(=O)N2CCOCC2)c1
0 | C=CCn1c(=O)c2ccccc2n2c(SCc3c(C(=O)OCC)oc4ccccc34)nnc12
-1 | CC1(C)CC(=O)C2=C(C1)Oc1ncn3nc(-c4cccnc4)nc3c1C2c1ccccc1 (centres undefined)
-2 | CN(C)c1ccc(-c2ccncc2)cc1
-1 | Cc1nc(N2CCN(c3ccccc3)CC2)c2c3c(sc2n1)CCC3
-1 | Cn1c(=O)c2c3c(sc2n2c(SCC(=O)c4ccccc4)nnc12)COC(C)(C)C3
1 | Cc1cc(C)n2nc(CCc3nc4nc(C)cc(C)n4n3)nc2n1
-2 | COc1cc(-c2nc(-c3ccc(C)nc3OC)no2)cc(OC)c1OC
5 | c1ccc2nc3c(nc2c1)sc1nc2ccccc2n13
0 | C1CN(c2nc3nonc3nc2N2CCOCC2)CCO1
-2 | COc1ccc(Cl)cc1NC(=O)c1cnc2n(c1=O)CCS2
-1 | O=C(NC1=NCCS1)c1cc(-c2ccccc2)nn1-c1ccccc1
-2 | CCC1CCCCN1Cc1nc2c(c(=O)n(C)c(=O)n2C)n1CC(C)C (centres undefined)
-2 | Cc1ccc(-c2nn3c(-c4cccc(Cl)c4)nnc3s2)cc1
-1 | CC1(C)CC(=O)C2=C(C1)NCN(CCCN1CCOCC1)C2
-2 | CCN1C(=S)SC(=O)C1=C1C=C(C)N(CCOC)C(C)=C1
-2 | CCOC(=O)N1CCN(C(=O)COc2ccc(S(=O)(=O)NC(C)C)cc2)CC1
0 | COCC(C)n1c(C)cc(C(=O)COC(=O)c2c(NC(C)=O)sc(C)c2C)c1C (centres undefined)
0 | c1ccc(-c2cc(-c3nc(-c4cccnc4)no3)c3ccccc3n2)cc1
0 | CCOc1ccc(-c2nn3c(-c4ccc(OC)cc4)nnc3s2)cc1
0 | O=C(Nc1ccc(C2CCCCC2)cc1)C1CCN(c2ncccn2)CC1
